# Screens deposited in PubChem BioAssay by National Center for Advancing Translational Sciences (NCATS).
# JMJD2A Tudor inh: blocks the human JMJD2A Tudor domain | O75164 | AID 504339 | AlphaScreen JMJD2A-Tudor / H3K4me3 peptide binding | hit rate 4.4% among 390,000 | Potency, µM (series often up to 114 µM), for the others: at the highest dose activity change, negative = inhibition, usual class: inhibitors; further: potency means the concentration at half of the fitted maximal effect; on the % scale 0 is the no-effect control and ±100 the full control effect; nearly all actives have a fitted effect of over 50% in size
# RGS4 inhibitor: human RGS4 inhibition | Transcreener GDP fluorescence polarization, RGS4-accelerated GTP hydrolysis | hit rate 0.039% among 390,000 | Potency, µM (doses to about 114 µM), without a hit: at the top dose activity change, negative = inhibition, usual class: inhibitors | P49798; further: potency means the concentration at half of the fitted maximal effect; on the % scale 0 is the no-effect control and ±100 the full control effect; nearly all actives have a fitted effect of over 75% in size; some results filed as inactive show a strong effect at the top dose
#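 MLSMR compounds (23 nl, pin-transferred) preincubated 10 min at room temperature with a 500nM (2x) first reagent, then RGS4 at 900nM (2x) plus Transcreener GDP mix added; fluorescence polarization (620/688 nm) read before and after 90 min at 30 °C.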
# G9a inh: inhibitors of human histone lysine methyltransferase G9a; Q96KQ7; G9a H3K9 monomethylation, AlphaScreen, 2 h; Potency, µM (series often up to 102 µM), for the others: top-dose activity, negative = inhibition, most hits filed as inhibitors; hit rate 8.8% among 350,000; AID 504332; further: potency means the concentration at half of the fitted maximal effect; on the % scale 0 is the no-effect control and ±100 the full control effect; nearly all actives have a fitted effect of over 75% in size
#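 Chemiluminescent proximity detection of H3K9 monomethylation, read after 10 min bead incubation in the dark. Reaction: 20 nM G9a, 500 nM biotin-H3K9 peptide, 20 uM SAM cofactor, 2 h, room temperature, following 15 min enzyme-compound preincubation.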
# ALOX12 inh: ALOX12 (human) lipoxygenase inhibition. P18054. purified 12hLO, xylenol orange hydroperoxide absorbance. Potency, µM (titrated, usually from 108 µM), for inactives: at the top dose activity change, negative = inhibition, most hits filed as inhibitors. hit rate 1.1% among 580,000. AID 1671190; further: potency means the concentration at half of the fitted maximal effect; on the % scale 0 is the no-effect control and ±100 the full control effect
#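 Purified human 12hLO at 150 nM in 25 mM Hepes, 0.01% Triton X-100, pH 7.0, preincubated 15 min at room temperature with compound. Reaction started with 40 uM arachidonic acid, 30 min at room temperature. Hydroperoxide measured by Fe-xylenol orange, 573/405 nm absorbance ratio.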
# PI4K2A block: inhibitors of human PI4K2A; activity change, negative = inhibition, % at 76.9 µM; Q9BTU6; hit rate 0.13% among 420,000; purified PI4K2A, ADP-Glo luminescence, 1 h; stronger effect = lower value; AID 1346378; in the data active means activity change below about -50%; inconclusive means mostly about -30% to -49%;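 further: -100% = wells without enzyme as full effect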
# Target sequence (Q9BTU6 whole entry, looked up): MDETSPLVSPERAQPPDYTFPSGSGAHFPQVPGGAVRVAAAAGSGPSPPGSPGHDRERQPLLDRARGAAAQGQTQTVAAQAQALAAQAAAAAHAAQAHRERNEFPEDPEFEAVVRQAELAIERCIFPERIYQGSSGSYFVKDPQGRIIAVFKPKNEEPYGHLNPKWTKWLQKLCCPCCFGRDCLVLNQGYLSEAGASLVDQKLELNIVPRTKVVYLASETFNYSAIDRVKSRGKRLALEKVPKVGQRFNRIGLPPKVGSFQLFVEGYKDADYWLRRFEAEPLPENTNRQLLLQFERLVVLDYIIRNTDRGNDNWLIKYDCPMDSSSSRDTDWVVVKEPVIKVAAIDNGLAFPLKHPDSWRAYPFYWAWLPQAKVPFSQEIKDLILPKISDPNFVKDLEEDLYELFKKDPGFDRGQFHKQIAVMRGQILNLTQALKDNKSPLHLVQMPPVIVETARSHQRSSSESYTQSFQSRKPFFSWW
#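 ADP-Glo luminescence measured ADP generated by PI4K2A enzyme (4 ug/mL before mixing) with 1.2 mM PI substrate (pre-mix) and 300 microM ATP (pre-mix). Tris pH7.5 buffer with MgCl2, Triton X-100; 1 h reaction at ambient temperature.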
# HP1b binding inh: blocks HP1-beta chromodomain binding to methylated histone tails | P83916 | AlphaScreen HP1-beta / biotin-H3K9me3 peptide binding | Potency, µM (series often up to 114 µM), without a hit: top-dose activity change, negative = inhibition, hits mostly inhibitors | hit rate 0.56% among 390,000 | AID 540317; further: potency means the concentration at half of the fitted maximal effect; nearly all actives have a fitted effect of over 70% in size; inactives centre near 23
#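 AlphaScreen: HP1-beta (50 nM) preformed 30 min with biotin-H3(1-18)K9me3 peptide (50 nM) in PBS pH 7.4, 0.01% Tween-20. Compound added for 30 min at RT, then streptavidin donor/nickel chelate acceptor beads (10 ug/mL) for 30 min.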
# GLS inhibitor: blocks human kidney-isoform glutaminase activity | hit rate 0.21% among 410,000 | AID 624170 | O94925 | Potency, µM (highest dose often 45.5 µM), inactives show top-dose activity change, negative = inhibition, usual class: inhibitors | GLS enzymatic activity, qHTS titration; further: potency means the concentration at half of the fitted maximal effect; on the % scale 0 is the no-effect control and ±100 the full control effect
#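 Read-out is an Amplex red fluorescence increase coupled through glutamate oxidase and HRP, measured before and after 30 min room-temperature incubation. hKGA is in 45 mM KH2PO4 (pH 8.2) with 0.02% Tween-20; glutamine added as 1mM solution.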
# ERG-DNA inh: inhibitors of human ERG Ets domain-DNA interaction; P11308; fluorescence polarization, His-ERG Ets domain / labelled DNA; Potency, µM (doses to about 76.9 µM), without a hit: at the top dose FP activity, negative = inhibition, usual class: inhibitors; hit rate 0.028% among 370,000; AID 624246; active means well fitted inhibition curve with a large enough effect in the polarisation, with a control signal flat; inconclusive means small, poorly fitted or top-dose-only effect, or effect the other way, or a change in a side signal; inactive means no such curve, though single readings can be large or run the other way; the % refers to the polarisation;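 further: polarization taken with two DNA probes labelled with fluorescein and Texas red; potency means the concentration at half of the fitted maximal effect; % of control where 0% means no effect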
# Target sequence (P11308 whole entry, looked up, the tested form may be a part): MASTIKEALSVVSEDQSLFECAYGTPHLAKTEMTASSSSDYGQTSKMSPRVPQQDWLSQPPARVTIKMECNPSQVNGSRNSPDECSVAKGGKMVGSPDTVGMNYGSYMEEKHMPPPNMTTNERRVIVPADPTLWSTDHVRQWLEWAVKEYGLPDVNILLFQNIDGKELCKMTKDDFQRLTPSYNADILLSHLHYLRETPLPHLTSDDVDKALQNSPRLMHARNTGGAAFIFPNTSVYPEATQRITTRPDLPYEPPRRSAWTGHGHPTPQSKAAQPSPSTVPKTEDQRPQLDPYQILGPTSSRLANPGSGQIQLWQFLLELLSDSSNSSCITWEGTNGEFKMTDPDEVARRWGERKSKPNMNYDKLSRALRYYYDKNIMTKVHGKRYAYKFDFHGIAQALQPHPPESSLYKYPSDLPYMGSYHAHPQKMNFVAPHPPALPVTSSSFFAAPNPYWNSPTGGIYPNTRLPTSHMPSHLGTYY
#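 His-tagged ERG Ets domain (1 uM in the protein solution; 300mM KCl, 50mM Tris-HCl, 1mM EDTA, 1mM DTT, pH 7.5) received compound, then a probe mix of 5 nM fluorescein-DNA and 100nM Texas-615-DNA. Fluorescence polarization was read for both dyes.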
# BAZ2B block: BAZ2B (human) inhibition; Potency, µM (doses to about 114 µM), inactives show top-dose activity change, negative = inhibition, most hits filed as inhibitors; AlphaScreen BAZ2B-H3K14Ac peptide displacement; AID 504333; Q9UIF8; hit rate 4.4% among 360,000; further: potency means the concentration at half of the fitted maximal effect; on the % scale 0 is the no-effect control and ±100 the full control effect; nearly all actives have a fitted effect of over 60% in size
#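 AlphaScreen displacement of biotin-H3(5-23)K14Ac peptide (50 nM final) from BAZ2B (50 nM final) in PBS pH 7.4, 0.01% Tween-20; complex preformed 30 min RT, then compounds (top 110 uM) 30 min RT, beads 20 min dark.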
# * marks the source's active call; other numbers are inactive results; ? = inconclusive; · = not tested or not shown; & = joins results of further samples; [ ] = remark or other dose. Unless noted, the call rests on the fitted dose curve; in most records, active means well fitted curve in the direction sought with a large enough effect; inconclusive means small, poorly fitted or top-dose-only effect, or another doubt; inactive means no such curve, though single readings can be large; an effect the other way counts as inactive or inconclusive.
SMILES,JMJD2A Tudor inh,RGS4 inhibitor,G9a inh,ALOX12 inh,PI4K2A block,HP1b binding inh,GLS inhibitor,ERG-DNA inh,BAZ2B block
CCN(C(=O)COC(=O)Cc1c(F)cccc1Cl)c1c(N)n(Cc2ccccc2)c(=O)[nH]c1=O,-19%,-1%,1%[12.7 µM],384%[activator],-4,8%,18%,-9%,5%
Cc1ccc(N2C(=O)N(CC(=O)C(C)(C)C)c3ccccc3S2(=O)=O)cc1C,-15%,25%,32%[59 µM],-17%,0,26%,4%,-15%,8%
Cn1cccc1C(=O)NC(=O)COC(=O)CCNS(=O)(=O)c1cccc(C(F)(F)F)c1,-17%,-1%,-7%[2.33 µM],-15%,0,28%,7%,10%,-22%
Cn1nnnc1Sc1ncnc2scc(-c3ccccc3)c12,-3%&-13%&-20%,-12%&21%,16%[59 µM],11%,-1,17%&20%,4%,-2%,2%
CC(=O)Nc1ccc(-c2csc(Nc3ccccn3)n2)cc1,-20%,-19%,·,-20%,-3,24%,4%,6%,-5%
CCN1CCN(C(=O)CN(c2cccc(Br)c2)S(=O)(=O)c2ccccc2)CC1,-10%,25%,-47%[59 µM],-34%,5,22%,-3%,-16%,2%
CC(NC(=O)C1CCN(C(=O)c2ccc(-n3ccc4ccccc43)s2)CC1)c1ccccc1 (configuration not stated),-3%,1%,3%[59 µM],-7%,0,23%,0%,-2%,-3%
COc1cc(C(=O)N(CCc2ccccc2)C2=CC3CCC(C2)N3C)cc(OC)c1OC (configuration not stated),25%[11.4 µM],-25%[11.4 µM],?,0%,-2,-2%,-2%,-3%,12%
O=C(Nc1ccc(-c2nc3cc(NC(=O)c4ccccc4F)ccc3o2)cc1)c1ccccc1F,?,-8%,0%[59 µM],-18%,0,10%,1%,-3%,6%
O=C(CSc1nnc2ccc(-c3ccc(Br)cc3)nn12)NCC1CCCO1 (configuration not stated),-1%,-46%,-46%,-26%,-4,63%[activator],-8%,-6%,6%
CCOc1ccc(CN(C)CC(=O)NCc2ccccc2)cc1,7%,-27%,·,-2%,-4,38%,-6%,-1%,0%
CCOC(=O)c1cccc(-n2nnc3c(sc4nc(C)c(Br)c(C)c43)c2=O)c1,?,15%,0%[59 µM],-5%,-3,28%,-1%,5%,-7%
O=C(N/N=C1\CCCc2ccccc21)c1ccccc1[N+](=O)[O-],3%,-27%,21%[59 µM],-7%,5,10%,6%,0%,4%
Cn1cc(CN2CCCC(CO)(Cc3ccccc3)C2)cn1 (configuration not stated),-6%,-24%,13%,1%,1,32%,-3%,-10%,1%
OCC[C@@H]1C[C@H](O)[C@@H](O)[C@@]2(Cc3ccccc3CO2)O1,-16%,-1%,-4%,5%,-2,20%,10%,0%,1%
O=C(COc1ccc(F)cc1)OCCN1CCOCC1,-20%[11.4 µM],-3%[11.4 µM],-17%[59 µM],?,-4,66%[activator],-10%,2%,?
O=C(c1ccc(F)cc1F)N1CCN(c2n[nH]c(=O)[nH]c2=O)CC1,-12%,1%,30%[59 µM],2%,-4,28%,14%,-1%,-12%
O=C(N/N=C/c1ccco1)c1ccc(NC(=O)c2ccc(Cl)cc2)cc1,-14%,-1%,-8%,0%,-4,14%,13%,-2%,2%
CC(=O)N(Cc1nc2sc(C)c(C)c2c(=O)[nH]1)C1CCCC1,1%,-8%,7%,7%,-2,32%,-14%,-11%,-2%
CCc1nnc(NC(=O)CSc2ccc(-c3ccccc3OC)nn2)s1,3%,3%,8%,-17%,-3,26%,?,-8%,-27%
CCN1C(=O)/C(=C2/Sc3ccc(OC)cc3N2C)SC1=Nc1ccc(OC)cc1,-10%[57.1 µM],-24%,-7%,-17%,2,45%[activator],1%,15%,·
CC(C)CCNC(=O)C(c1ccncc1)N(Cc1cccs1)C(=O)Cn1nnc(-c2ccc(F)cc2)n1 (configuration not stated),-32%,-40%,-16%[59 µM],6%,-8,11%,4%,0%,2%
CNC(=O)C(NC(=O)c1ccccc1)=C(C)C,-7%,6%,-16%[59 µM],-16%,7,19%,6%,1%,-24%
O=C1c2ccccc2N(Cc2ccc(Cl)cc2)C2=NCCN12,-12%,18%[11.4 µM],8%[59 µM],-1%,5,53%[activator],0%,-3%,-5%
CCOc1ccccc1N1CCN(CC(=O)N(CC(C)C)c2c(N)n(CC(C)C)c(=O)[nH]c2=O)CC1,2%,-11%,-1%,14%,-3,0%,1%,-3%,2%
CCn1cc(C(=O)OCC(=O)c2ccc(Cl)cc2)c(=O)c2ccc(C)nc21,-14%,-6%,-14%[59 µM],-16%,5,?,-5%,4%,-15%
Cc1ccc(CCNC(=O)CN2C(=O)COc3ccc(S(=O)(=O)N4CCCCC4)cc32)cc1,-11%&0%,12%&-2%,18%,-1%&-20%,-3&0,36%&64%,0%&1%,-13%&3%,-13%&-5%
O=C(CSc1nc(-c2ccccc2)c(-c2ccccc2)[nH]1)N1CCN(S(=O)(=O)c2ccccc2)CC1,?,-30%,3.2µM*,-10%,-1,-1%,-20%,-10%,-35%
O=C(Nc1ccc(Oc2ccccc2)nc1)C1CCCCN1Cc1ccco1 (configuration not stated),-26%,35%,·,218%[activator],0,26%,11%,3%,?
CCC(C)NS(=O)(=O)c1ccc(S(=O)(=O)N(CCc2ccc(OC)c(OC)c2)Cc2cccs2)cc1 (configuration not stated),-15%,-20%,21%[59 µM],1%,-3,36%,-2%,-1%,-34%
COc1ccc2c(c1)C(=O)C(=O)N2,-2%[57.1 µM],-49%,-10%[59 µM],-7%,9,31%,-3%,2%,?
CCc1ccc2nc(N(CCN(C)C)C(=O)c3ccc4ccccc4c3)sc2c1,?,-7%[56.9 µM],79µM*,·,4,5%,3%,-16%,?
CCCCC1(C(=O)OCC)CC(CSC(=N)N)OC1=O (configuration not stated),-15%,-8%,·,14%,2,-8%,18%,-3%,-8%
Cc1nnc(SCC(=O)Nc2cc(S(C)(=O)=O)ccc2Cl)n1Cc1ccccc1,-3%,8%,44%,-1%,1,24%,-11%,7%,-2%
C=CCOC(=O)C1=C[C@H](c2coc3ccccc3c2=O)C[C@H](OCCCCO)O1,-6%,1%,·,?,-1,21%,5%,-2%,·
Cc1cccc(NC(=O)CN2C(=O)CNC2=O)c1,-8%,11%,7%[59 µM],0%,4,30%,1%,?,7%
CSCC[C@H](NC(=O)NCc1ccccc1F)C(=O)O,3%,-21%,45µM*,-1%,7,27%,-1%,6%,-14%
O=C(c1coc(=O)c2ccccc12)N1CCN(Cc2ccccc2)CC1,-9%,-8%,?,0%[57.4 µM],5,27%,-5%,2%,2%
Cc1nnc(N2CCCC(C(=O)Nc3cccc(C(F)(F)F)c3)C2)c2nn(-c3ccccc3)c(C)c12 (configuration not stated),-5%,10%,-26%[59 µM],-7%,-3,20%,6%,-2%,2%
COc1cc(/C=C2\SC(N)=NC2=O)ccc1OCC(=O)Nc1ccc(C)cc1,-19%,-35%,-4%[59 µM],10%,-2,14%,4%,5%,-37%
COc1ccc(CN2C(=O)CCC(C(=O)O)C2c2ccccc2)cc1 (configuration not stated),2%,6%,4%,3%,-1,1%,7%,-2%,-9%
O=C(CN1C(=O)C(=O)N(Cc2ccco2)C1=O)Nc1ccccc1,-8%,-16%,·,?,-3,18%,28%,6%,·
CN1CCN(NC(=O)c2ccc(Cl)c(S(=O)(=O)Nc3ccc(Cl)cc3)c2)CC1,0%,12%,-11%[12.7 µM],-30%,-2,23%,16%,5%,-4%
COc1cccc(/C=N/NC(=O)C(=O)NCc2cccnc2)c1O,?,7%,32%[activator][59 µM],-10%,0,31%,16%,6%,20µM*
CCC(=O)Nc1cc(C(F)(F)F)ccc1N1CCCC1,0%[57.1 µM],-30%,?,40%[activator],4,36%,4%,-8%,-7%
CC(=O)Nc1cc2nc(C)n(Cc3ccccc3)c2nc1C,-20%,-4%[56.9 µM],22%,-6%,7,60%[activator],0%,-6%,-2%
Cc1c(C(=O)/C=C/N(C)C)nnn1-c1ccc(Cl)cc1C#N,-11%,-25%,17%[59 µM],?,-7,17%,-6%,-6%,-8%
CCc1ccc(/C(C)=N/NC(=O)c2ccc(-n3cnnn3)cc2)cc1,-18%,3%,?,108%[activator],-4,23%,0%,-5%,-3%
CC(C)c1cnc2c(c1SCc1cccc(F)c1)c(=O)n(C)c(=O)n2C,11%,-39%,-41%[59 µM],-16%,1,31%[57 µM],3%,-1%,9%
O=C(O)Cn1nc(-c2ccccc2)oc1=O,-17%,-2%,?,-5%,-3,12%,1%,-8%,-3%
O=C1c2ccccc2C(=O)N1Cc1nc2ccccc2c(=O)n1Cc1ccco1,-12%,-29%,9%,·,-6,9%,9%,-2%,-3%
Cc1ccccc1NC(=O)Cn1nnc(-c2ccc(N3CCOCC3)cc2)n1,-3%,-8%,-23%,0%,-2,30%,-17%,2%,-31%
COc1ccccc1CC(NC(C)=O)C(=O)NC1CCN(S(=O)(=O)c2ccc(NC(C)=O)cc2)CC1 (configuration not stated),2%,-14%,5%,-2%,-8,?,-15%,38%[activator],-16%
O=C(CN1C(=O)NC2(CCCCCCC2)C1=O)NCc1ccccc1,-5%,-13%,·,-9%,-1,32%,-3%,-1%,·

# These rows are one share of the data (hit frequency here may not be typical).
